Source: PubChem
SENP8 inh: inhibitors of human SENP8 protease; inhibition, % at 20 µM; recombinant SENP8, Nedd8 substrate fluorescence; actives 0.64% (n = 360,000); Q96LD8; AID 602440; in the data active = inhibition mostly above about 40%, no sharp cut-off; inactive = mostly below about 27%
Target sequence (Q96LD8 whole entry, looked up): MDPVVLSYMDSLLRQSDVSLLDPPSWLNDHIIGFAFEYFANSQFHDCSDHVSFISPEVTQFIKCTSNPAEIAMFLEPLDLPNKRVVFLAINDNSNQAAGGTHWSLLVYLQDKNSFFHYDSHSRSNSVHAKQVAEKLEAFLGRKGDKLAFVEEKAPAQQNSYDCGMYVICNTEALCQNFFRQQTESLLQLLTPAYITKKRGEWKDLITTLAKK
ATG4B inh: ATG4B (human) cysteine protease inhibition; actives 0.51% (n = 340,000); ATG4B cleavage of LC3-PLA2, NBD-HPC fluorescence, 1 h; inhibition, % at 8.33 µM; in the data active = inhibition above about 40%
HKDC1 inh: HKDC1 (human) hexokinase inhibition | recombinant HKDC1, G6PDH/diaphorase resazurin coupled fluorescence | AID 493160 | actives 0.16% (n = 340,000) | Q2TB90 | inhibition, % at 20 µM;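 active = inhibition above about 35% when tested at 20 µM, limit read from the data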;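 also: plate controls were DMSO wells with enzyme for no effect and DMSO wells lacking enzyme for full effect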
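Material – in-house recombinant HK5 (HKDC1) enzyme · Quantity – HKDC1 at 5 µg/mL · Buffer or medium – pH 8.0 Tris buffer with 10 mM MgCl2 · Reagent – glucose with 1 mM ATP · Dosing – single 20 µM dose · Times – reaction time 90 min, room temperature, protected from light · Technique – resorufin fluorescence at 613 nm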
PfGluPho inh: PfG6PD (Plasmodium falciparum) enzyme inhibition; PfGluPho enzyme, NADPH resazurin-diaphorase fluorescence; inhibition, % at 20 µM; actives 0.78% (n = 350,000); AID 504690;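 active = inhibition reaching at least a set limit at 20 µM in the primary screen, cut at about 59% in these data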;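 also: 0% = DMSO wells with substrate and 100% = DMSO wells lacking glucose-6-phosphate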
SENP7 inh: blocks the human protease SENP7; recombinant SENP7, Z-RLRGG-aminoluciferin luminescence, 40 min; actives 1.5% (n = 330,000); inhibition, % at 5 µM; Q9BQF6;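 active = inhibition above about 50% at the single test dose, limit read from the data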;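 also: plate controls were DMSO with enzyme for no effect and no enzyme buffer wells for full effect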
Target sequence (Q9BQF6 706-1050 limits assumed): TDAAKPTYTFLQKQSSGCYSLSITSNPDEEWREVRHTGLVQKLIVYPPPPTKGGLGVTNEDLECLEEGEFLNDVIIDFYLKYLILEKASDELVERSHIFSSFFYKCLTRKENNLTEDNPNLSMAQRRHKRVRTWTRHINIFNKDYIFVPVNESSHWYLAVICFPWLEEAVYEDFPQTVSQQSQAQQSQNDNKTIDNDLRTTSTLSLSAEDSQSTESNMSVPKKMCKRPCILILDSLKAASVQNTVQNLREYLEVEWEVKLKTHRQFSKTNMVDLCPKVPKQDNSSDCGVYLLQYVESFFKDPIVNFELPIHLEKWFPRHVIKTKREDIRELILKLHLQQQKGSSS
GRIN3A LBD mod: modulates the human NR3A ligand-binding domain | actives 2.5% (n = 340,000) | NR3A LBD differential scanning fluorimetry, Tm shift; 0% = protein alone, 100% = glycine-bound protein | Tm shift relative to glycine control, % at 25 µM | AID 1259313;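 active = melting temperature shift of at least 10% of the positive control shift, at one fixed dose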
MPTP block: permeability transition pore inhibition. isolated mouse mitochondria, Ca2+ swelling absorbance, 30 min. inhibition, % at 10 µM. actives 1.4% (n = 360,000);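 active = inhibition of 50% or more, scaled per plate between neutral and stimulator controls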;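 also: 0% = DMSO wells given calcium and 100% = 1 mM EGTA wells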
SENP6 block: SENP6 protease inhibition; Q9GZR1; Recombinant SENP6 catalytic domain, aminoluciferin luminescence; AID 2599; inhibition, % at 10 µM; actives 1.8% (n = 330,000);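 active = inhibition above about 50% at the single tested dose, limit read from the data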;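 also: plate controls were DMSO wells with enzyme for no effect and DMSO wells lacking enzyme for full effect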
Target sequence (Q9GZR1 628-1112 limits assumed): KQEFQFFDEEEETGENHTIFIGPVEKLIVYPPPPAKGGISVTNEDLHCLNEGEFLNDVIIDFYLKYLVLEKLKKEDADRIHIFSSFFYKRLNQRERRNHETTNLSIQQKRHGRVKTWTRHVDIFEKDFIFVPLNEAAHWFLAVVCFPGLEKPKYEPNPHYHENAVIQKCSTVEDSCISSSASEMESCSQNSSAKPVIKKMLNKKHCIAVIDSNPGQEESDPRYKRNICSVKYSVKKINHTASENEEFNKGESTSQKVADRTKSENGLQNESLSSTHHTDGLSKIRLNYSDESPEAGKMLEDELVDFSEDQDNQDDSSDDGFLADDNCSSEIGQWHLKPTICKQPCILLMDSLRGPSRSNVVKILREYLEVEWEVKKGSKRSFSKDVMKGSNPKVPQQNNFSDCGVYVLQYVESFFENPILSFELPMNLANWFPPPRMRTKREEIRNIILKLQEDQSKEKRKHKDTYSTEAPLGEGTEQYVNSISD
The depositor's hits bear a star; i = inactive; x = no result given.

SMILES | SENP8 inh | ATG4B inh | HKDC1 inh | PfGluPho inh | SENP7 inh | GRIN3A LBD mod | MPTP block | SENP6 block
O=S(=O)(Nc1cc(F)ccc1F)c1cccc2nonc12 | 10 | 1 | 4 | -7 | 2 | 2 | 0.7 | 1
CC(=O)NCC(=O)N(c1c(C)n(C)n(-c2ccccc2)c1=O)C1(C(=O)NC2CCCC2)CCCCC1 | 12 | -5 | 3 | -4 | 6 | -1 | 16 | -10
O=C(CN1CCN(C2CCCCC2)CC1)Nc1ccc(Br)cc1 | 19 | -2 | -3 | -7 | 0 | 3 | -1.1 | 7
Cc1ccc(Cn2cccc(NC(=O)CCC3CCCC3)c2=O)cc1 | -182 | 2 | 5 | 17 | -9 | 0 | 3.6 | -8
Cc1ccccc1NC(=O)CCN1C(=O)c2ccccc2C1=O | 19 | -3 | -6 | -26 | -7 | 1 | -0.4 | 9
CC1=C(C(=O)OCc2ccccc2)C(c2ccc(Cl)cc2Cl)NC(=O)N1CCCC(=O)O (stereo not drawn) | 20 | 11 | -3 | -4 | -2 | -4 | 0.6 | -7
CCCc1nc2sc3c(c2c(=O)n1NC(=O)CCC(=O)OC)CCCC3 | 1 | -10 | -5 | -6 | 4 | 1 | 1.5 | -10
O=C(c1ccc2c(c1)OCO2)C1CCCN(Cc2cn[nH]c2-c2cccc(F)c2)C1 (stereo not drawn) | 7 | 1 | -11 | 2 | -8 | -3 | -1.2 | 7
COc1cccc(CC2(CO)CCCN(Cc3ccc(CO)o3)C2)c1 (stereo not drawn) | -19 | -28 | -7 | 11 | 1 | -1 | -0.4 | -15
C=CCC[C@H](Cc1ccc(F)cc1)C(=O)OC[C@@H](NC(=O)[C@H](CC=C)CC(=O)NCCO)C(C)(C)C | 12 | 7 | -6 | 1 | 8 | -1 | -0.6 | 6
O=C(CCN1CCN(S(=O)(=O)c2ccc(F)cc2)CC1)Nc1ccccc1F | 11 | -7 | 1 | 4 | -17 | -3 | -2.1 | -7
CCC12CCCN3CCC4(C(=C(C(=O)OC)C1)Nc1ccccc14)C32 (stereo not drawn) | -80 | 2 | 6 | 21 | x | -2 | -0.8 | x
CCCCNc1ncnc2c1cnn2-c1ccc(Cl)cc1 | 5 | 1 | -2 | 26 | 2 | 0 | 0.1 | 2
COc1ccc(C(=S)N2CCN(c3ccccc3C)CC2)cc1OC | 15 | -3 | 3 | 34 | x | 2 | -2.3 | x
O=C(Nc1ccc(C(=O)NCCCN2CCCCC2)cc1)C1=CSCCO1 | 5 | -2 | -3 | -1 | -1 | 1 | -1.3 | -5
O=C(c1cc(-c2ccc(Cl)cc2)n(-c2ccc(Cl)c(Cl)c2)n1)N1CCOCC1 | 20 | 3 | 3 | 31 | -7 | 0 | 5.7 | 8
Cc1cc(C(F)(F)F)n(-c2nc(C(=O)O)cs2)n1 | 12 | -2 | -4 | -12 | -1 | -1 | 0.8 | 8
O=C(Nc1ccc(C(F)(F)F)cc1-c1ccccc1)c1ccccc1 | 31 | 38 | -10 | -21 | 7 | -1 | 0.4 | 0
COc1c(O)ccc(/C=N/NC(=O)c2ccc3c(c2)OCCO3)c1[N+](=O)[O-] | 15 | -5 | -3 | 11 | 4 | 0 | 1.4 | 5
C[C@@H](C(=O)NCc1ccccn1)[C@H]1C[C@]1(C)[C@H](NC(=O)OCc1ccccc1)c1ccccc1 | 14 | -1 | 3 | -6 | -3 | -2 | -0.8 | 2

In the list so far, 3 contain an aryl methoxy group:
SMILES | SENP8 inh | ATG4B inh | HKDC1 inh | PfGluPho inh | SENP7 inh | GRIN3A LBD mod | MPTP block | SENP6 block
COc1cccc(CC2(CO)CCCN(Cc3ccc(CO)o3)C2)c1 (stereo not drawn) | -19 | -28 | -7 | 11 | 1 | -1 | -0.4 | -15
COc1ccc(C(=S)N2CCN(c3ccccc3C)CC2)cc1OC | 15 | -3 | 3 | 34 | x | 2 | -2.3 | x
COc1c(O)ccc(/C=N/NC(=O)c2ccc3c(c2)OCCO3)c1[N+](=O)[O-] | 15 | -5 | -3 | 11 | 4 | 0 | 1.4 | 5

(more compounds)
SMILES | SENP8 inh | ATG4B inh | HKDC1 inh | PfGluPho inh | SENP7 inh | GRIN3A LBD mod | MPTP block | SENP6 block
Cc1nc2c(C#N)cnn2c2c1CCNN2C | -133 | 0 | 1 | 5 | -11 | -2 | -0.2 | -2
Cc1cc(OCc2nc3ccccc3s2)ccc1N | -14 | 5 | -1 | 52 | 46 | 2 | -0.1 | 70*
C/C(Cl)=C\Cn1c(N2CCCC2)nc2c1c(=O)[nH]c(=O)n2C | 14 | 6 | 4 | -13 | -4 | -1 | -7.0 | -8
COCCCNc1nc2ccccc2nc1NS(=O)(=O)c1cccs1 | -468 | -5 | -2 | -24 | 0 | 4 | 1.2 | -10
CCOc1ccc(/C=C/C(=O)OCC(=O)c2ccccc2OC)cc1OC | -201 | 23 | -5 | 5 | 14 | 3 | 0.2 | -23
C1=C(C(c2nnnn2C2CCCCC2)N2CCCCC2)COc2ccccc21 (stereo not drawn) | 3 | 0 | 3 | -13 | 11 | 9 | 1.4 | 7
Cc1cc(F)c(F)c(C(=O)N2C(C)CCCC2C)c1Cl (stereo not drawn) | 3 | 3 | -7 | -23 | -1 | -10 | 0.2 | 1
Cc1ccc(S(=O)(=O)N2CCC(C(=O)NNC(=O)C3CC3)CC2)cc1Cl | 13 | -1 | -6 | 1 | 7 | 0 | -1.1 | -1
COCCCn1c(SCC(=O)Nc2ccc(NC(=O)c3ccco3)c(OC)c2)nc2ccccc2c1=O | 4 | -13 | 3 | 18 | 6 | -4 | 1.4 | 5
CNS(=O)(=O)c1ccc(NC(=O)C2c3ccccc3Oc3ccccc32)cc1 | 14 | -6 | -9 | -3 | -3 | -8 | -1.1 | -10
COc1cccc(CC2(CO)CCN(C(=O)NCCc3ccccc3)CC2)c1 | 9 | -10 | -4 | 13 | 7 | 0 | 0.0 | 15
CCOC(=O)CCN(c1ccccc1)S(=O)(=O)c1ccc(-c2ccc(=O)[nH]n2)s1 | 15 | -15 | 8 | 10 | 4 | -1 | 0.6 | -18
CC(C)C(NC(=O)c1ccc(F)cc1)C(=O)N1CCN(C(=O)c2ccco2)CC1 (stereo not drawn) | -1 | 4 | -5 | 0 | 6 | -1 | -0.2 | 0
COc1cc2c3nnc(-c4ccc(F)cc4)c-3cn(Cc3cccc(C)c3)c2cc1OC | -363 | -16 | 0 | 6 | 0 | -18 | 1.5 | -5
Cc1cc(/C=C(\C#N)C(=O)NCc2ccco2)c(C)n1-c1cccnc1 | -152 | 0 | -2 | 6 | 14 | 0 | 2.2 | -25
Cc1ccc(C(=O)N/N=C\c2ccc[nH]2)cn1 | -38 | 2 | -5 | -6 | -2 | 0 | -0.6 | 12
CC(C)Sc1nc(N2CCCC2)c2c(c1C#N)CC(C)(C)OC2 | -289 | -8 | 5 | -1 | 8 | 10 | 2.2 | 4
COc1cc(S(=O)(=O)N2CCOCC2)ccc1NC(=O)COC(=O)CC12CC3CC(CC(C3)C1)C2 | 8 | -16 | 3 | 11 | 1 | -6 | 13 | 2
CCN(CC(=O)Nc1c(F)cccc1F)C(=O)CCNS(=O)(=O)c1ccccc1C(F)(F)F | 6 | -6 | 0 | 0 | -10 | 1 | 2.5 | -16
Cc1ccc(C(=O)N(CCc2ccccc2)Cc2ccccc2)cc1S(=O)(=O)N1CCCCC1 | -5 | -8 | -3 | 11 | 3 | -2 | -1.7 | 9

Laid out differently: results already given.
| mol | SENP8 inh | ATG4B inh | HKDC1 inh | PfGluPho inh | SENP7 inh | GRIN3A LBD mod | MPTP block | SENP6 block |
| --- | --- | --- | --- | --- | --- | --- | --- | --- |
| Cc1nc2c(C#N)cnn2c2c1CCNN2C | -133 | 0 | 1 | 5 | -11 | -2 | -0.2 | -2 |
| Cc1cc(OCc2nc3ccccc3s2)ccc1N | -14 | 5 | -1 | 52 | 46 | 2 | -0.1 | 70* |
| C/C(Cl)=C\Cn1c(N2CCCC2)nc2c1c(=O)[nH]c(=O)n2C | 14 | 6 | 4 | -13 | -4 | -1 | -7.0 | -8 |
| COCCCNc1nc2ccccc2nc1NS(=O)(=O)c1cccs1 | -468 | -5 | -2 | -24 | 0 | 4 | 1.2 | -10 |

Additional entries follow.
SMILES | SENP8 inh | ATG4B inh | HKDC1 inh | PfGluPho inh | SENP7 inh | GRIN3A LBD mod | MPTP block | SENP6 block
COc1ccc(O)c(-c2[nH]ncc2C(=O)c2cccc(C)c2)c1 | 14 | 1 | -1 | 45 | -8 | 3 | -0.5 | -19
CC(=O)Nc1ccc(S(=O)(=O)Oc2ccc(N3C(=O)C4CCCCC4C3=O)cc2)cc1 (stereo not drawn) | 14 | -10 | 2 | -21 | -1 | 5 | 83* | -9
CC1CC1C(=O)OCC(=O)NCc1ccccc1Cl (stereo not drawn) | 3 | 4 | 2 | -3 | 13 | 0 | -1.1 | -5
Cc1cc(Br)ccc1OCCCCNCCO | 6 | 2 | -9 | 9 | 10 | 1 | -4.6 | -4
O=C(COc1ccc2c(-c3ccccc3)cc(=O)oc2c1)N[C@@H](Cc1c[nH]c2ccc(O)cc12)C(=O)O | 1 | -13 | 12 | -35 | -19 | 0 | 0.2 | -9
O=c1c(-c2ccccc2)coc2c(CN3CCCC3)c(O)ccc12 | -308 | -1 | -8 | 9 | -3 | 0 | -0.2 | -4
COc1ccc(/C=C(/C#N)C(=O)Nc2ccc(C)cc2C)cc1C(=O)O | 26 | -5 | -1 | 6 | 0 | -1 | -0.4 | -10
CCN(CCO)c1ccc(N=Nc2cc(C)[nH]n2)cc1 | 26 | 4 | -3 | -3 | -5 | -2 | 1.9 | 4
COc1ccccc1CNC(=O)CCc1nc2ccccc2c(=O)[nH]1 | 6 | -1 | -8 | 8 | -4 | 1 | -3.4 | -4
COc1cccc2c1Oc1ncccc1N(C(=O)CCC(=O)NCc1cccc(C)c1)C2 | 10 | -4 | 0 | 2 | 2 | 2 | 1.2 | -6
Cc1cc(C)n2c(SCC(=O)Nc3ccccc3)nnc2n1 | 12 | 1 | 4 | 0 | -9 | -1 | -1.0 | -6
CC1CCCCN1C(=O)c1cc2nc(-c3ccccc3)cc(-c3ccccc3)n2n1 (stereo not drawn) | i | 24 | 3 | -4 | 1 | 0 | -3.1 | -12
COc1ccc(C(=O)O)cc1NCc1cccnc1 | 13 | -1 | -3 | 3 | -20 | -2 | -0.1 | -8
COc1ccc(CCNC(=O)CCn2c(SCC#N)nc3ccccc3c2=O)cc1OC | 4 | -2 | 2 | -18 | 3 | 0 | -1.3 | 2
Cc1cc(C)c2c(=O)[nH]c(SCC(=O)Nc3ccc(N(C)C)cc3)nc2n1 | 18 | -7 | 0 | 5 | 8 | -3 | 0.8 | 20
CC(C)CCN(C(=O)CCSc1ccc(F)cc1)c1c(N)n(Cc2ccccc2)c(=O)[nH]c1=O | -23 | -2 | -1 | -8 | 12 | -2 | 0.3 | 0
COc1ccc(NC(=O)c2sc3nc(C)nc(N4CCN(c5ccccn5)CC4)c3c2C)cc1Cl | -8 | 3 | 3 | -7 | -14 | -11 | -0.1 | -14
COc1ccc(C(=O)N/C(=C\c2cn(S(=O)(=O)N(C)C)c3ccccc23)C(=O)N2CCOCC2)cc1 | -10 | -3 | 2 | -8 | 3 | -2 | 0.6 | -12
O=C(Nc1ccc(Cl)cc1)C1c2cccc[n+]2CC(=O)N1Cc1ccc2c(c1)OCO2 (stereo not drawn) | -34 | -9 | 16 | 5 | 2 | 1 | -1.3 | 28
Cn1c(CCC(=O)OCC(=O)NCC(F)(F)F)nc(=O)c2ccccc21 | 4 | 0 | -2 | -8 | -3 | 0 | 0.7 | -7
CCOC(=O)C1CCN(S(=O)(=O)c2ccc(OC)c(Cl)c2Cl)CC1 | 12 | -11 | 11 | 3 | -3 | 1 | 0.2 | -7
COc1ccccc1N1C(=O)C2C(c3ccc(F)cc3)NN(C(=O)c3ccc(C)cc3)C2C1=O (stereo not drawn) | 44* | -7 | -4 | -19 | 6 | 1 | 2.1 | -13
S=c1nc(Cc2ccc(Cl)cc2)[nH]c2ccccc12 | 2 | 2 | -14 | -5 | -1 | 1 | 1.5 | -4
Cc1ccc(SCC(=O)O/N=C(\N)c2cccc([N+](=O)[O-])c2)cc1 | 8 | 1 | 5 | 9 | 0 | 2 | 1.4 | -1
